APP transl inh: inhibitors of APP translation via 5'UTR reporter, primary screen, APP 5'UTR luciferase, SH-SY5Y cells. hit rate 0.82% among 190,000. AID 1285, 2008. inhibition, % at 2 µM. SH-SY5Y APP 5'UTR-luciferase reporter, luminescence;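 active means inhibition above a set limit, derived from the sample mean plus 3 SD, cut at about 45% in these data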; further: values of inactives mirror those of a sister screen read the other way
G6PDH counter: L. mesenteroides G6PDH inhibitors, counter-screen for G6PDH-coupled screening assays, biochemical, Leuconostoc mesenteroides enzyme | glucose-6-phosphate dehydrogenase [Leuconostoc mesenteroides] | Purified L. mesenteroides G6PDH, diaphorase/resazurin coupled fluorescence, 45 min | inhibition, % at 5 µM | hit rate 0.12% among 200,000 | AID 1020, 2008; in the data active means inhibition above about 50%
Diaph act CS: compounds boosting diaphorase resazurin reduction – biochemical, uHTS, resorufin fluorescence, counter-screen for diaphorase-coupled primary assays, primary screen. Diaphorase/resazurin coupled assay, 16 min; stronger effect = higher value; 1 = vehicle wells, 0 = NADH-free wells. activation factor at 20 µM. hit rate 0.005% among 190,000. AID 1229, 2008;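 active means diaphorase activity raised at least twofold by the compound at 20 µM; inactive means activation factor below 2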
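Material: purified diaphorase enzyme from Clostridium kluyveri; Also added: 0.114 mM NADH and 0.1 mM resazurin, final amounts; Doses: single compound dose of 20 µM, 1% DMSO final; Times: 16 min enzyme reaction, ambient temperature; Detection: resorufin fluorescence, excitation 544 nm, emission 590 nm; Measure: increased resorufin signal from activators or reducing compounds.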
TLR4 MyD88 comp: inhibitors of TLR4-MyD88 association in cells, primary screen, cell-based, HeLa CL3-4, BLA complementation, FRET ratio. Toll-like receptor 4 (Homo sapiens) + Myeloid differentiation primary response protein …. HeLa CL3-4 TLR4/MyD88 BLA complementation. inhibition, % at 8.4 µM. hit rate 0.18% among 200,000. AID 861, 2007; in the data active means inhibition above about 25%;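 further: 0% = vehicle and 100% = reference inhibitor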
Target sequence (O00206 whole entry, looked up): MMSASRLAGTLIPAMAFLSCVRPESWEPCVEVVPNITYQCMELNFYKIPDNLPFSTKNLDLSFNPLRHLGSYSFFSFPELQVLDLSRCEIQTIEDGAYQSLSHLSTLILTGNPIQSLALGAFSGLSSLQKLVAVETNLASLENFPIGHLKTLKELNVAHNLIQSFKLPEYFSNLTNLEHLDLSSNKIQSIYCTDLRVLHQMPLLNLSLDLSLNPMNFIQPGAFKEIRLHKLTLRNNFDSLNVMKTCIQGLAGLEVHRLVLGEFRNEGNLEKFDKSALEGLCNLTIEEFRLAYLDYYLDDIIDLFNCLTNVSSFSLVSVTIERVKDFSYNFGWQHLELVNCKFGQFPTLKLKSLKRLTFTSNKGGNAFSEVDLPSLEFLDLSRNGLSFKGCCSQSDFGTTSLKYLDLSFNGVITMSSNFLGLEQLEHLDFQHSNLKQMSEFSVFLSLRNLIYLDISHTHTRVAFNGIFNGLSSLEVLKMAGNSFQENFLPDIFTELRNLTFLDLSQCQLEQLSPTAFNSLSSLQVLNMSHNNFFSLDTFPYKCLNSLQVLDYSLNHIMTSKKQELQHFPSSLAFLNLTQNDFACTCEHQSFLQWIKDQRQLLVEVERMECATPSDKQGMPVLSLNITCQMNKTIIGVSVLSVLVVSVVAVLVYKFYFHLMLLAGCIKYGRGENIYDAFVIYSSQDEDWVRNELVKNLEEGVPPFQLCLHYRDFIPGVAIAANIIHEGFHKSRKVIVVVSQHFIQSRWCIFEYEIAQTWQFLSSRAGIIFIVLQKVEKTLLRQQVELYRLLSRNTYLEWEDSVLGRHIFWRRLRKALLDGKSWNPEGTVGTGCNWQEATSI
Target sequence (Q99836 whole entry, looked up): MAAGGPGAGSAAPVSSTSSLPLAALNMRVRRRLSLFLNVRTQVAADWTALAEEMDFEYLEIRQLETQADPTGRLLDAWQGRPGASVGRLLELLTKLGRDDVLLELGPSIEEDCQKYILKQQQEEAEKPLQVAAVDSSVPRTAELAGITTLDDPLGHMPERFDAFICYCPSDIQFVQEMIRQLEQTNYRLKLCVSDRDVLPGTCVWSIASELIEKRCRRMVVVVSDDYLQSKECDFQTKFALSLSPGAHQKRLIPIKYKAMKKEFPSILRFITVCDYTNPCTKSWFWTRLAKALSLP
STAT1 inh: STAT1 signaling inhibitors, primary screen, cell-based, HTS, luciferase reporter | NIH 3T3 STAT1-luciferase reporter, IFN-gamma, luminescence | inhibition, % at 5.5 µM | hit rate 0.35% among 200,000 | AID 920, 2007;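 active means inhibition above a set limit, the mean inhibition across all tested compounds plus 3 SD, cut at about 34% in these data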;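 further: 0% = IFN-gamma with DMSO and 100% = IFN-gamma with 300 µM nifuroxazide; values of inactives mirror those of a sister screen read the other way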
Hsp70 activator: Hsp70 transcriptional activators, primary screen, cell-based, HeLa, Hsp70 promoter luciferase, luminescence, 10 µM. HeLa Hsp70 promoter luciferase reporter; scaled: vehicle 0, proteasome-inhibitor control 100%. activation, % at 10 µM. hit rate 0.04% among 200,000;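 active means activation above the mean across all tested compounds plus 3 SD, cutoff set per campaign, cut at about 5.5% in these data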;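 further: 100% = MG132 at 30 µM as the positive control and 0% = DMSO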
STAT3 activator: IL-6 driven STAT3 reporter potentiators, primary screen, U3A cells, luciferase, luminescence, MLSCN library. IL-6 STAT3-luciferase reporter; 100% = signal with IL-6 EC80 alone. activation (% of control), % at 5.6 µM. hit rate 0.91% among 190,000. AID 871, 2007;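 active means activation above the screen-wide mean of compound activation plus 3 SD, cut at about 130% in these data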;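 further: 0% = background luminescence of wells with medium and substrate only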
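Material: human STAT1-deficient U3A cells with stable STAT3-luciferase reporter / Probe or stimulus: IL-6 stimulus at 33 ng/mL final / Schedule: 1 h compound pre-exposure, 6 h IL-6 stimulation, 37 °C / Technique: luminescence / Read-out basis: percent of IL-6-only median luminescence / Control set: IL-6-only high control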
STAT1 activator: STAT1 signaling activators, primary screen, cell-based, HTS, luciferase reporter; NIH 3T3 STAT1-luciferase reporter, IFN-gamma, luminescence; 100% = IFN-gamma alone, no compound; AID 932, 2007; activation (% of control), % at 5.5 µM; hit rate 2.6% among 200,000;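 active means activation above the screen-wide mean activation plus 3 SD, cut at about 130% in these data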;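 further: raw ratio to IFN-gamma control signal so 100% means no change and 0% no light; values of inactives mirror those of a sister screen read the other way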
STAT3 blocker: IL-6 driven STAT3 reporter inhibitors, primary screen, U3A cells, luciferase, luminescence, MLSCN library. IL-6 STAT3-luciferase reporter; host cell line lacks STAT1. inhibition, % at 5.5 µM. hit rate 0.89% among 190,000. AID 862, 2007;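 active means inhibition above the mean inhibition across all screened compounds plus 3 SD, cut at about 44% in these data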;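 further: 0% = DMSO only wells and 100% = 100 µM nifuroxazide control wells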
Diaph inh CS: diaphorase inhibitors and chemical oxidizers, primary screen, counter-screen for diaphorase-coupled primary assays, biochemical, uHTS, resorufin fluorescence. diaphorase resazurin-to-resorufin fluorescence, NADH, 16 min; bacterial (C. kluyveri) enzyme, not human. inhibition, % at 20 µM. hit rate 0.69% among 190,000. AID 1217, 2008;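 active means primary screen inhibition at 20 µM above a set limit, cut at about 50% in these data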;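 further: plate controls were DMSO with full reaction for no effect and wells lacking NADH for full effect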
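System: Diaphorase enzyme from Clostridium kluyveri | Amount: Enzyme working solution with 0.14 U/mL diaphorase | Benchmarks: No-NADH positive control and DMSO neutral control | Signal: Fluorescence of resorufin formed from resazurin, Ex 544/Em 590 nm | Schedule: 16-min room-temperature incubation before reading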
* hit, by the source's call; nt = no result given.

SMILES	APP transl inh	G6PDH counter	Diaph act CS	TLR4 MyD88 comp	STAT1 inh	Hsp70 activator	STAT3 activator	STAT1 activator	STAT3 blocker	Diaph inh CS
O=C(CN(CCc1ccccc1)C(=O)CNS(=O)(=O)c1ccccc1)NCC1CCCO1 (configuration not stated)	-10	27	1.2	2	5	-0.2	97	95	4	-21
CC1=NN(c2ccc(Cl)cc2)C(=O)C1C(c1ccccc1O)c1c(C)[nH]n(-c2ccc(Cl)cc2)c1=O (configuration not stated)	4	-5	0.8	2	5	-0.1	119	96	-25	23
Cc1onc(-c2ccccc2Cl)c1C(=O)Nc1cc(=O)n(C)c(=O)n1C	2	nt	nt	-14	2	-0.6	101	99	2	nt
CCOC(=O)/C=C1\NC(C)(C)Cc2cc(OC)c(OC)cc21	1	10	1	3	-5	-0.2	110	104	-9	-2
CCCn1c(SCC(=O)N2CCCC(C)C2)nnc1-c1cccnc1 (configuration not stated)	2	4	1.1	6	-3	-0.2	95	103	11	-11
O=C(Cc1cccs1)NNC(=O)C12CC3CC(CC(C3)C1)C2	-20	2	1.2	6	-4	0.0	102	104	0	-17
Cc1ccc(C(=O)Nc2ccc(OCc3ccccc3)cc2)cc1[N+](=O)[O-]	13	0	0.9	17	17	-0.1	78	85	36	12
CCCSc1cc(NCCOC(C)=O)c([N+](=O)[O-])c2nonc12	-5	-4	0.6	-6	10	0.0	95	91	3	36
Cc1csc(-c2cccnc2)n1	8	-3	1	3	-7	-0.3	101	106	0	-2
Cc1ccnc(N2C(=O)c3cccc4c([N+](=O)[O-])ccc(c34)C2=O)c1	37	-7	0.8	92*	12	-0.1	98	89	9	19
CC(CCc1ccccc1)NC(=O)c1cncc(Br)c1 (configuration not stated)	-12	4	0.9	-8	4	-0.5	98	97	3	6
COc1cc(NC(=S)N2CCc3ccccc3C2)cc(OC)c1	10	5	0.9	0	1	0.0	109	99	0	8
O=C(O)c1ccc(CSc2nnc(-c3ccncc3)n2CC2CCCO2)cc1 (configuration not stated)	-3	2	0.8	-8	1	-0.2	101	99	6	18
CN(CCCNC(=O)C1CCC(=O)N1Cc1ccc(F)cc1)c1ccccc1 (configuration not stated)	-4	3	0.8	-14	-10	0.3	97	110	12	22
CC(C)c1nc(Cl)c(C#N)c2c1CSC(C)(C)C2	4	20	0.9	-1	-1	-0.4	110	101	-8	15
Cc1ccccc1OCC(=O)OCC(=O)Nc1ccc(S(N)(=O)=O)cc1	2	6	0.9	11	6	-0.1	93	93	14	13
CN(CCOC(=O)/C=C/c1ccccc1)C(C)(C)C	-11	22	0.9	-11	1	-0.1	105	99	-3	9
CCN(C(=O)CSc1nnc2c3ccccc3n(CC)c2n1)C1CCS(=O)(=O)C1 (configuration not stated)	-11	-5	0.9	8	-1	-0.2	96	100	8	11
COc1ccc(NC2=C(c3ccc(OC)cc3)C(=O)c3ccccc32)cc1	9	-14	0.9	-12	0	-0.4	93	100	8	5
COc1ccc(Nc2oc(COc3cccc(C)c3)nc2C#N)cc1	-4	-24	0.8	7	-17	-0.1	90	116	15	22
Cc1cccc(N/N=C2/COC(C)(C)CC2=O)c1	-71	-4	0.9	-14	-40	-0.3	97	136*	2	7
Cc1ccc2c(c1)/C(=N/OS(=O)(=O)c1ccccc1)CCS2	1	nt	nt	5	-4	0.3	100	107	9	nt
Cc1ccc(C(=O)Nc2ccc(S(=O)(=O)N3CCOCC3)cc2)cc1	-1	-2	0.9	2	10	-0.2	96	91	6	6
COc1ccc(-c2cnn(-c3ccccc3)c2N)cc1OC	-9	4	0.9	1	-4	-0.1	93	104	14	7
O=C(Nc1cc(S(=O)(=O)N2CCCCC2)ccc1O)c1ccccc1NS(=O)(=O)c1ccc(F)cc1	6	12	0.7	2	1	-0.2	99	99	4	29
O=[N+]([O-])c1ccc(C2Nc3cccc4cccc(c34)N2)cc1	-17	-15	0.7	8	-3	-0.3	134*	103	-36	33
Cc1csc(NC(=O)CSc2nnc(Cc3cccn3C)n2CCc2ccccc2)n1	-6	-33	0.8	5	5	-0.4	101	96	-2	18
CC1CCc2nn(CC(=O)NCCCN3CCCC3=O)cc2C1 (configuration not stated)	-9	2	0.9	nt	nt	nt	nt	nt	nt	14
COc1cccc(-c2csc(N3CCN(C(=S)Nc4ccccc4C)CC3)n2)c1	-31	12	1	-15	-6	0.1	86	104	22	2
Cc1cccc(NCN2C(=O)c3ccccc3C2=O)c1	2	-3	1	-9	1	0.3	96	99	7	5
Cc1ccc(-n2nnc3c(=O)n(CC(=O)N4CCC(C)CC4)cnc32)cc1	-2	1	0.8	6	1	-0.4	92	99	14	15
COc1ccc(CN(C)C(=S)Nc2ccc(Cl)cc2Cl)cc1	-33	12	0.9	-6	13	0.2	104	87	4	9
COc1ccc(C(=O)C[n+]2ccccc2C)cc1	4	9	0.9	-1	-10	-0.2	92	109	10	11
CCN1CCN(C(c2cccs2)C(C)NC(=O)CC(C)C)CC1 (configuration not stated)	-7	11	1	2	-5	-0.2	104	104	-2	-4
CCOc1ccc(C(=O)OCC(=O)Nc2ccc(SC(F)F)cc2)cc1OCC	7	0	1	2	1	0.1	105	99	-8	3
CCS(=O)(=O)c1ccc2oc(SCC(=O)NC34CC5CC(CC(C5)C3)C4)nc2c1	-7	-1	0.8	4	3	-0.5	96	97	11	16
O=C1N=C(N2CCN(c3ccccc3)CC2)S/C1=C\c1cn[nH]c1-c1ccccc1	38	-12	0.9	2	-1	-0.1	99	100	-2	11
O=C(c1ccccc1NS(=O)(=O)c1cccs1)N1CCCC1	6	3	0.8	-2	3	0.1	95	98	11	17
O=c1c(Cc2c(F)cccc2Cl)c(O)ccn1CCc1ccccn1	-28	4	0.9	7	2	-0.2	113	97	-2	10
Cc1c(Cl)sn(-c2ccc(Cl)cc2)c1=O	92*	9	1.1	24	-21	0.9	100	117	7	-11
Cc1cccc(CSCCNC(=O)c2ccc(CN3CCOCC3)cc2)c1	12	0	1	-1	-4	-0.6	103	103	-2	3
COc1cc(OC)c(CNC2CCCCCC2)cc1Br	-4	5	1	-14	-1	-0.1	96	100	6	0
CNC(=O)C(C)c1ncc(C(F)(F)F)cc1Cl (configuration not stated)	-15	19	1.2	-16	-10	0.0	101	108	6	-23
COC(=O)c1ccccc1NC(=O)CN1CCC(C(=O)c2ccc3c(c2)OCCO3)CC1	3	0	0.8	2	2	-0.4	96	98	7	22
O=C(Nc1nccs1)C1C2CC3OC(=O)C1C3C2 (configuration not stated)	-9	2	0.9	-2	0	-0.2	106	100	-3	7
COc1ccc(NC(=O)COC(=O)CCCOc2ccc(Cl)cc2Cl)cc1Cl	-9	8	0.8	-3	1	0.2	99	99	4	19
CN(C)C(=O)CSc1nnc(C23CC4CC(CC(C4)C2)C3)o1	1	0	0.9	6	-26	0.1	118	124	-19	8
O=C(NCc1nc2ccccc2[nH]1)C1=C[C@@H](c2csc3ccccc23)C[C@@H](OCc2ccc(CO)cc2)O1	12	7	0.8	-6	-6	-0.1	nt	107	nt	16
O=C(Nc1ccc2nc3ccccc3nc2c1)c1ccc(Br)cc1	-11	-13	0.8	-3	1	-0.2	100	100	3	17
CCn1cc(C(=O)N2CCCCC2)c(=O)c2cc(S(=O)(=O)N3CCC(C)CC3)ccc21	-10	10	0.9	3	2	-0.2	109	98	0	12

Overlap with the part before: two compounds; new compounds follow.
SMILES	APP transl inh	G6PDH counter	Diaph act CS	TLR4 MyD88 comp	STAT1 inh	Hsp70 activator	STAT3 activator	STAT1 activator	STAT3 blocker	Diaph inh CS
O=C(Nc1ccc2nc3ccccc3nc2c1)c1ccc(Br)cc1	-11	-13	0.8	-3	1	-0.2	100	100	3	17
CCn1cc(C(=O)N2CCCCC2)c(=O)c2cc(S(=O)(=O)N3CCC(C)CC3)ccc21	-10	10	0.9	3	2	-0.2	109	98	0	12
O=C(COc1cccc2cccnc12)N1CCc2ccccc21	-13	12	1.1	-8	-27	-0.1	106	123	-2	-12
CN1CCc2c(sc3c2C(=O)NC(c2ccco2)N3)C1 (configuration not stated)	15	8	1	-10	-3	0.3	103	102	1	1
O=C(NCCc1ccc(Cl)cc1)c1cccs1	-67	7	0.9	-2	-23	-0.3	89	121	16	12
CSc1ccc(/C=N/N2CCN(C)CC2)cc1	-54	3	1.1	5	-29	0.2	99	126	3	-9
CCOC(=O)C1CCN(C(=O)Nc2ccc(OC)c(OC)c2)CC1	-10	-15	0.9	-12	-1	-0.1	103	100	1	10
O=C1COc2ccc(C(=O)COC(=O)Cc3ccc(Cl)cc3)cc2N1	-19	3	0.9	-10	-1	-0.1	102	98	2	12
Cc1cc(=O)[nH]c(N2CCN(C(c3ccccc3)c3ccccc3)CC2)n1	-1	11	0.8	-9	1	0.2	94	99	12	16
Cc1cc(S(=O)(=O)Nc2ccc3c(c2)n(C)c(=O)n3C)ccc1F	-5	-2	0.9	11	23	-0.1	78	77	28	12
Cc1cc(C(F)(F)F)n2ncc(-c3ccccc3)c2n1	-21	-21	0.9	-10	10	-0.2	101	91	4	13
COc1ccc(-c2nc(CS(=O)CC(=O)NCc3ccco3)c(C)o2)cc1OC (configuration not stated)	10	4	0.8	2	0	0.2	99	100	9	15
COC(=O)COc1ccc(S(=O)(=O)NCc2cccnc2)cc1C	11	-10	0.9	-8	9	-0.1	94	92	12	14
CC(=O)C1=C(O)C(=O)N(CCc2c[nH]c3ccccc23)C1c1ccco1 (configuration not stated)	-1	5	0.8	4	9	-0.1	108	92	-10	21
COc1cccc(NC(=O)c2ccncc2)c1	-8	2	0.8	-6	-5	-0.3	99	104	8	17
CCN1CCc2nc3ccccc3c(C(=O)Nc3ccc(C#N)cc3)c2C1	-1	-1	1.1	-6	-5	0.3	111	103	-5	-8
CCN(CC)c1ccc(N=Nc2nn(C)c(C)c2[N+](=O)[O-])cc1	-142	10	0.8	6	-88	-0.4	82	178*	21	22

Screening results deposited in PubChem by several laboratories.
